KB-3-1 cytotox – KB-3-1 parental cell cytotoxicity | KB-3-1 viability, CellTiter-Glo ATP luminescence, 72 h | Potency, µM (highest dose often 46.1 µM), without a hit: at the highest dose activity change, negative = cytotoxic, hits mostly cytotoxic | 400,000 tested, 1.4% active; also: potency is read from the fitted curve at half-maximal effect; % is scaled to controls: 0 for no effect and ±100 for the full control effect; nearly all actives have a fitted effect of over 60% in size
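Screening of KB-3-1 cells (DMEM, 10% FBS, phenol-red free) ran from lowest to highest compound concentration; after 72 h at 37 °C viability was read luminescently and curves fitted.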
SW480 rereplic – DNA re-replication induction in SW480 cells; SW480 DNA re-replication, Hoechst DNA content imaging, 48 h; Potency, µM (highest dose often 46.1 µM), for the others: top-dose re-replication activation, usual class: activators; 340,000 tested, 1.8% active; AID 624297; also: potency is read from the fitted curve at half-maximal effect; % of control where 0% means no effect; nearly all actives have a fitted effect of over 55% in size
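First, 250 cells per well were seeded. Next, compound or vehicle (23 nL) was pinned in, plates sat 48 hr at 37 C. Finally Hoechst was added for 40 min before fluorescence scanning.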
ATXN viability – viability counter-screen for ATXN expression inhibitors | S2 cells (HEK-293 line with an ATXN2-luciferase reporter) viability, CellTiter-Fluor protease fluorescence, 24 h | Potency, µM (doses to about 56.7 µM), most hits filed as cytotoxic | 400,000 tested, 0.49% active | AID 651635; also: potency is read from the fitted curve at half-maximal effect; nearly all actives have a fitted effect of over 40% in size
KB-V1 MDR tox – kills drug-selected multidrug resistant KB-V1 cells; KB-V1 MDR cells viability, CellTiter-Glo, 72 h; Potency, µM (top dose mostly 46.1 µM), for inactives: at the highest dose activity change, negative = cytotoxicity, actives largely listed as cytotoxic; 400,000 tested, 3.4% active; AID 1347076; also: potency is read from the fitted curve at half-maximal effect; % is scaled to controls: 0 for no effect and ±100 for the full control effect; nearly all actives have a fitted effect of over 60% in size
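KB-V1 MDR subline cells in DMEM (phenol-red free, 10% FBS) exposed to compounds in qHTS concentration series for 72 h at 37 degrees C. Viability read by CellTiter-Glo luminescence; concentration-effect curves fitted after normalization and correction.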
HT1080NT lethal – kills 2HG-producing HT-1080-NT fibrosarcoma cells; HT-1080-NT fibrosarcoma viability, CellTiter-Glo ATP luminescence, 48 h; Potency, µM (top dose mostly 46.1 µM), for the others: at the top dose activity, negative = less viability, hits mostly cytotoxic; AID 686970; 360,000 tested, 1.6% active;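 also: NT is the 2HG producing partner of a matched IDH1 knockdown line; potency is read from the fitted curve at half-maximal effect; 0% = DMSO-treated cells and -100% = media-only wells without cells; nearly all actives have a fitted effect of over 55% in size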
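HT-1080-NT; 750 cells/well; 5% FBS RPMI; 48 h compound, 37 degrees C; CellTiter-Glo luminescence; curve fitting and curve-class assignment.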
MCF10A rerep – inducers of DNA re-replication in MCF 10A breast cells; MCF 10A DNA re-replication, Hoechst nuclear intensity, 48 h; Potency, µM (series often up to 46.1 µM), for inactives: top-dose activity, positive = re-replication, most hits filed as activators; 350,000 tested, 2.9% active; also: potency is read from the fitted curve at half-maximal effect; % of control where 0% means no effect; nearly all actives have a fitted effect of over 50% in size
ATXN2 expr inh – inhibitors of ATXN2 expression; HEK-293 ATXN2-luciferase reporter, luminescence, 24 h; 360,000 tested, 0.72% active; Potency, µM (doses to about 57 µM), for inactives: at the highest dose activity change, negative = inhibition, actives largely listed as inhibitors; also: potency is read from the fitted curve at half-maximal effect; % is scaled to controls: 0 for no effect and ±100 for the full control effect; nearly all actives have a fitted effect of over 55% in size
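ATXN2-luciferase reporter cells (luciferase flanked by upstream and downstream ATXN2 gene portions) were treated 24 h at 37 °C with compounds at up to 57 uM. SteadyGlo luminescence gave expression; GF-AFC fluorescence gave viability.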
HT1080 IDH1KD tx – HT-1080 IDH1 knockdown cell toxicity (counter line); HT-1080 IDH1 knockdown viability, ATP luminescence, 48 h; Potency, µM (doses to about 46.1 µM), without a hit: at the highest dose activity, negative = toxicity, usual class: cytotoxic; 360,000 tested, 2% active;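 also: potency is read from the fitted curve at half-maximal effect; 0% = DMSO wells and -100% = cell-free medium wells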
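Viability of IDH1-knockdown HT-1080 fibrosarcoma cells was assessed by CellTiter-Glo after 48 h at 37 °C with titrated compound; concentration-effect curves were classified by fit quality and response size.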
IL-1B inflam inh – blocks inflammasome-driven IL-1 beta release. THP-1 LPS/ATP IL-1B secretion, AlphaLISA, 16 h; stronger effect = lower value. activity change, % at 57.5 µM. 360,000 tested, 4.7% active; in the data active = activity change below about -50%; inconclusive = mostly about -30% to -49%; also: % is scaled to controls: 0 for no effect and ±100 for the full control effect
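Secreted IL-1B measured by AlphaLISA bead assay after 16 h compound exposure of THP-1 cells; compounds (final up to 57.5 uM) added 1 h before LPS (250 ng/mL) and ATP (1.25 mM) stimulation; lower signal means less secretion.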
* = called active by the depositor; i = inactive; ? = inconclusive; nt = not tested or not shown; [ ] = another dose, or the depositor's remark. Unless noted, calls follow the shape of the dose curve; as a rule, active = well fitted curve in the direction sought with a large enough effect; inconclusive = small, poorly fitted or top-dose-only effect, or another doubt; inactive = no such curve, though single readings can be large; an effect the other way counts as inactive or inconclusive.

SMILES | KB-3-1 cytotox | SW480 rereplic | ATXN viability | KB-V1 MDR tox | HT1080NT lethal | MCF10A rerep | ATXN2 expr inh | HT1080 IDH1KD tx | IL-1B inflam inh
Cc1ccc(NC(=O)c2ccco2)nc1 | -17% | -1% | i | -17% | -15% | 1% | -2% | -18% | 20
COC(=O)C1=C(C(=O)OC)C(C(=O)OC)C(C(=O)OC)C(C(=O)OC)(C(=O)OC)C(C(=O)OC)=C1C(=O)OC (stereo unspecified) | 2% | ? | 34µM* | ? | -17% | ? | ? | ? | -100*
CCCS(=O)(=O)NC(=O)C1(C)CCCN(C(=O)c2c(OC)cccc2OC)C1 (stereo unspecified) | 0% | nt | i | 1% | 0% | nt | 10% | 24% | -9
COc1ccc(/C=C/C(=O)Nc2cccc(N3CCOCC3)c2)cc1OC | ? | -80%[inhibitor] | ? | ? | 13% | 3% | 8% | 4% | -20
COc1ccc(NC(=O)Cc2ccccc2F)cc1S(=O)(=O)N1CCCCC1 | 3% | 1% | i | ? | 0% | -4% | -1% | 3% | -15
N#C/C(=C\c1cccc(Br)c1)C(=O)N1CCCCC1 | ? | ? | i | ? | 23µM* | 23µM* | -3% | 16µM* | ?
COc1ccc(C(C(=O)Nc2c(C)cccc2C)N2CCN(C)CC2)cc1 (stereo unspecified) | 5% | nt | nt | -11% | 12% | nt | nt | 12% | 0
O=C(O)C1CSC(c2coc3ccccc3c2=O)N1 (stereo unspecified) | 9% | 2% | i | -12% | -29% | ? | 10% | ? | 1
CCCCOC(=O)C1CCCC(C)N1 (stereo unspecified) | ? | -6% | i | 23% | -5% | -4% | 4% | 0% | 15
CCOC(=O)N/N=C/c1cc(C)n(-c2cccc3ccccc23)c1C | -7% | -75%[inhibitor] | ? | ? | -2% | ? | -1% | -26% | -7
Cc1ccc(N)cc1S(=O)(=O)N(C)C | 7% | ? | ? | 0% | 1% | ? | -23%[11.3 µM] | 17% | 12
CC(=O)Nc1nc(C)c(C(C)=O)s1 | 1% | -4% | i | -4% | 14% | 2% | 3% | 13% | 16
O=C(Nc1cccc(Cl)c1)c1ccc(OC(=S)N2CCOCC2)cc1 | ? | -1% | i | ? | ? | 15% | 7% | ? | 11
O=C(Nc1ccccc1O)c1ccc(Cl)cc1 | ? | 10% | ? | 0% | ? | 8% | -4% | -24% | 114
Cc1cccc(N(C)C(=O)C2CCCN2S(=O)(=O)c2cccc3nsnc23)c1 (stereo unspecified) | -1% | 4% | i | -13% | 8% | 20% | -26% | 17% | ?
CC(=O)C1N=NCC1c1ccccc1 (stereo unspecified) | -4% | -5% | i | -1% | 1% | -1% | -10% | -4% | 9
COCC(C)n1c(SCc2cc(C(=O)OC)c(C)o2)nc2ccccc2c1=O (stereo unspecified) | -1% | 25% | i | -23% | -19% | 10% | -19% | -13% | -13
COc1ccccc1NC(=O)Nc1nc(CC(=O)N2CCN(c3ccccc3)CC2)cs1 | ? | -196%[inhibitor] | i | ? | -21% | ? | ? | -19% | ?
Cc1ccc(NS(=O)(=O)c2cccc3nsnc23)cc1[N+](=O)[O-] | 6% | -12% | i | -1% | -1% | -8% | -12% | -1% | 11
Cc1cccc(N(C(=O)CCC(=O)Nc2cc(C)on2)C(C(=O)NC2CCCC2)c2cccnc2)c1 (stereo unspecified) | 9% | -2% | i | 2% | -10% | 1% | -9% | 2% | 29
Cc1nc(N2CCN(C(=O)c3cccs3)CC2)c2c3c(sc2n1)CCCC3 | -5% | 12% | i | ? | -30% | ? | ? | ? | 58
O=C(N/N=C/c1ccccc1Cl)c1cccc(F)c1 | -1% | -5% | i | -33% | -5% | -2% | 51%[activator] | -1% | ?
CNS(=O)(=O)c1ccc(NC(=O)c2ccoc2C)cc1 | 4% | -5% | i | -1% | 1% | -7% | -4% | 0% | -8
CCn1c(CNc2ccccc2Cl)nnc1SCCN1CCCCC1 | 3% | 6% | i | ? | -1% | -1% | -5% | -6% | -8

As entered above:
In KB-3-1 cytotox, O=C(O)C1CSC(c2coc3ccccc3c2=O)N1 (stereo unspecified) shows 9%
In MCF10A rerep, COc1ccc(NC(=O)Cc2ccccc2F)cc1S(=O)(=O)N1CCCCC1 shows -4%

Going on with the list:
SMILES | KB-3-1 cytotox | SW480 rereplic | ATXN viability | KB-V1 MDR tox | HT1080NT lethal | MCF10A rerep | ATXN2 expr inh | HT1080 IDH1KD tx | IL-1B inflam inh
O=C(NNC(=O)c1ccc(Br)cc1)c1ccncc1 | 3% | 0% | ? | 10% | 3% | 12% | nt | -2% | 11
Cc1cc(C)c(NC(=O)c2ccc3c(c2)CCN3S(C)(=O)=O)c(C)c1 | -14% | -7% | i | 0% | 2% | -10% | nt | 1% | 0
Cc1cn2c(=O)cc(COc3ccccc3NC(=O)c3ccc(Cl)cc3)nc2s1 | 14% | nt | i | 18% | nt | nt | -2% | nt | nt
O=C(CN1C(=O)COc2ccccc21)NCCCN1CCc2ccccc2C1 | 10% | 1% | i | ? | -3% | -1% | -3% | -3% | 13
Cc1cccc(NC(=O)CSc2nc(C3CC3)nc3ccccc23)c1 | 3% | 15% | i | -8% | -8% | ? | 18% | -22% | -26
COc1ccc(NC(=O)Cn2c(-c3ccccc3)cn(-c3ccc(C)cc3)c2=O)cc1 | ? | 0% | i | -15% | 2% | -4% | 4% | 4% | -4
CC(C)(C)OC(=O)N1CCC[C@@H]1C(=O)N1CCC(C(=O)O)CC1 | 11% | 2% | i | ? | 10% | 2% | 1% | 11% | -11
CCCCN(CC)CCCNC(=O)c1ccc(CSc2nc3ccncc3[nH]2)cc1 | 23% | ? | i | 14% | 12% | 10% | 0% | 14% | -14
CCOC(=O)/C(C#N)=C\C=C1C=CN(C)C=C1 | 11% | 2% | i | 22% | 11% | -4% | 48%[activator] | 11% | -3
CCN(CC)C(=O)c1sc2c(c1C)c(=O)n(-c1ccc(Cl)c(Cl)c1)c(=O)n2Cc1cc(=O)n2c(C)cccc2n1 | 1% | nt | i | 4% | nt | nt | -11% | nt | nt
COc1ccc(C(=O)N/C(=C/c2ccco2)C(=O)N2CCCCCC2)cc1 | 11% | 0% | i | 1% | 0% | -2% | -13% | 2% | -13
Cc1cc(C)nc(/N=C(\N)Nc2cccc([N+](=O)[O-])c2)n1 | -1% | -5% | ? | -33% | 4% | -2% | -9% | -2% | -97*
CCn1c(SCC#N)nc2c(c1=O)C1(CCCC1)Cc1ccccc1-2 | ? | 4% | i | -15% | -2% | ? | 0% | -22% | -7
CC(=O)Nc1ccc2sc(NC(=O)CN3CCOCC3)nc2c1 | -2% | 1% | i | 28% | 15% | -14% | 6% | 10% | 10
CC(C)(C)OC(=O)N1C(=O)[C@](OC(=O)c2ccccc2)(c2ccc(F)cc2)c2ccccc21 | -7% | nt | i | ? | ? | nt | -33% | ? | 44
CC(C)=CC(=O)Nc1nc2ccc([N+](=O)[O-])cc2s1 | -8% | ? | i | ? | -20% | 4% | -1%[11.3 µM] | -16% | 25
O=C(CN1C(=O)C2CC=CCC2C1=O)Nc1nc2ccccc2[nH]1 (stereo unspecified) | 23% | -5% | i | 0% | -3% | 206%[0.0737 µM] | 9% | 7% | 17
Nc1ccc2nc(COc3ccccc3)[nH]c2c1 | -2% | -43%[inhibitor] | i | -1% | 5% | 4% | -32% | 0% | ?
COc1ccc(CC(=O)NCc2ccccc2)cc1S(=O)(=O)N1CCOCC1 | -3% | -8% | i | -8% | -3% | -5% | 3% | 0% | 12
Cc1ccc2nc(COC(=O)c3ccc(Cl)nc3)cc(=O)n2c1 | -14% | -1% | ? | 0% | 5% | -1% | 4% | 3% | -2
CCNC(=O)NC(=O)C(C)On1nnc2ccc(S(=O)(=O)N(CC)CC)cc21 (stereo unspecified) | -6% | -3% | i | -29% | 10% | -3% | 0% | 4% | 45
CCc1ccc(CNC(=O)c2ccc3c(Cl)c4c(nc3c2)CCCC4)cc1 | -17% | nt | i | -21% | nt | nt | 1% | nt | nt
CC(C)(C)S(=O)(=O)N1C[C@@H]2C(=CC[C@H]3C(=O)N(c4ccccc4)C(=O)[C@@H]23)[C@@H]1CCO | 0% | -42%[inhibitor] | i | 0% | -3% | -45%[inhibitor] | -1% | -3% | -2
Cc1[nH]c(=O)c(C(=O)/C=C/c2ccccc2F)c2c1CCCC2 | 6.5µM* | 4.1µM* | 28µM* | 6.5µM* | 7.9µM* | 3.3µM* | 8.9µM* | 7.9µM* | -97*
c1coc(-c2ccc3nncn3c2)c1 | 0% | nt | i | 6% | 17% | nt | -3% | 1% | 4
Cc1onc(-c2ccccc2)c1CNS(=O)(=O)c1ccccc1[N+](=O)[O-] | -3% | -2% | i | -6% | 0% | ? | 6% | -15% | 12
Fc1ccc(-c2cc(-c3ccccc3)c3c(n2)-c2cc(F)ccc2OC3)cc1 | -3% | nt | i | -3% | nt | nt | -6% | nt | nt
Cc1ccc(-c2nn3cnnc3c3ccccc23)cc1C | -14% | -127%[inhibitor] | i | 0% | -9% | 0% | -16% | -3% | 34
Cc1cc(C)cc(N2C(=O)CC(N3CCOCC3)C2=O)c1 (stereo unspecified) | 2% | 22% | i | 1% | 3% | 18µM* | 3% | 2% | -4
CC1CCCN(C(=O)/C(=C/c2ccco2)NC(=O)c2ccccc2)C1 (stereo unspecified) | -8% | -80% | i | -11% | -5% | ? | -1% | 10% | -5
CCCCn1nnnc1C(c1cc2ccccc2o1)N1CCN(CCN(C)C)CC1 (stereo unspecified) | -16% | nt | ? | -17% | ? | nt | 3% | -1% | -5
CCN(CCO)C(=O)C12CCC(C)(C(=O)C1)C2(C)C (stereo unspecified) | -19% | 2% | i | ? | 2% | ? | -9% | 2% | 5

Source: PubChem BioAssay
